BAZ2B inh = BAZ2B (human) inhibition; Potency, µM (top dose mostly 114 µM), without a hit: top-dose activity change, negative = inhibition, hits mostly inhibitors; 360,000 compounds, 4.4% hits; AlphaScreen BAZ2B-H3K14Ac peptide displacement; further: on the % scale 0 is the no-effect control and ±100 the full control effect; nearly all actives have a fitted effect of over 60% in size
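Protein-peptide AlphaScreen: BAZ2B 50 nM, b-H3K14Ac 50 nM, 1x PBS pH 7.4 + 0.01% Tween-20. Preincubation 30 min RT; cpd 30 min RT (top 110 uM); beads 20 min RT, light-protected.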
BLM inh = blocks DNA unwinding by human BLM helicase; recombinant BLM DNA unwinding, fluorescence dequenching; 350,000 compounds, 0.2% hits; Potency, µM (series often up to 56.1 µM), inactives show top-dose activity change, negative = inhibition, most hits filed as inhibitors; P54132;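 further: plate controls were vehicle for no effect and no enzyme for full effect; nearly all actives have a fitted effect of over 35% in size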
POLK inh = inhibitors of human DNA polymerase kappa. Q9UBT6. purified Pol kappa, fluorescent DNA synthesis assay, 10 min. Potency, µM (series often up to 107 µM), inactives show top-dose activity, negative = inhibition, most hits filed as inhibitors. 400,000 compounds, 0.53% hits; further: on the % scale 0 is the no-effect control and ±100 the full control effect
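Activity was followed as the change in fluorescence between reads at 0 and 10 min after starting the reaction with 50 nM substrate. Beforehand, 10 nM polymerase had been preincubated with compound for 15 min at room temperature.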
APE1 inh = inhibitors of human APE1 endonuclease. recombinant APE1, TAMRA/BHQ-2 abasic DNA cleavage fluorescence. AID 2517. Potency, µM (doses to about 65.8 µM), for the others: at the top dose activity change, negative = inhibition, hits mostly inhibitors. 350,000 compounds, 0.35% hits;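 further: plate controls were vehicle for no effect and reference inhibitor for full effect; nearly all actives have a fitted effect of over 55% in size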
Target sequence (P27695 whole entry, looked up): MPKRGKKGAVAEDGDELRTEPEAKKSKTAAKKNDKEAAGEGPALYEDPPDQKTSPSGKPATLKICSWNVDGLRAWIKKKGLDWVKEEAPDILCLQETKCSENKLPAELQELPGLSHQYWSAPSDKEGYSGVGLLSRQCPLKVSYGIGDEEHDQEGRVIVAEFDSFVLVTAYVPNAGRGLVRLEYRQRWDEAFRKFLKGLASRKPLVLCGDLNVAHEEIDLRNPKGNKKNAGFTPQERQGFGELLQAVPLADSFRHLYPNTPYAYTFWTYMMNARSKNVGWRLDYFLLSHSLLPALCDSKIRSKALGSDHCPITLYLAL
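Measures dequenching upon AP-site incision of a 5'-TAMRA/3'-BHQ-2 THF-containing duplex, 50 nM; human APE1 0.75 nM after 15 min room-temperature exposure to compound; kinetic three-point read at one-minute spacing.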
G9a block = G9a (human) methyltransferase inhibition; 350,000 compounds, 8.8% hits; Q96KQ7; Potency, µM (highest dose often 102 µM), without a hit: at the highest dose activity, negative = inhibition, usual class: inhibitors; G9a H3K9 monomethylation, AlphaScreen, 2 h; further: on the % scale 0 is the no-effect control and ±100 the full control effect; nearly all actives have a fitted effect of over 75% in size
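Readings reflect AlphaScreen signal from monomethyl-H3K9 antibody detection. HMT at 20 nM; substrate b-H3K9 500 nM; cofactor SAM 20 uM; 2 h RT reaction; compounds tested as titrations in qHTS with 15 min preincubation.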
Pol beta inh = DNA polymerase beta (human) inhibition. Pol beta primer extension/strand displacement, fluorescence kinetic. Potency, µM (highest dose often 114 µM), for the others: at the top dose activity change, negative = inhibition, actives largely listed as inhibitors. 340,000 compounds, 1.3% hits; further: on the % scale 0 is the no-effect control and ±100 the full control effect
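Enzyme-only controls used 10 nM Pol beta; buffer lacking enzyme served as negative control. Compound preincubated 15 min, then 50 nM substrate added; 0 and 10 min reads at room temperature.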
POLI inh = blocks human DNA polymerase iota activity. AID 588590. Potency, µM (highest dose often 115 µM), inactives show at the top dose activity, negative = inhibition, most hits filed as inhibitors. Pol iota fluorescent replication assay, 10 min. Q9UNA4. 390,000 compounds, 1% hits
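Pol iota at 10 nM preincubated 15 min with compounds at room temperature; reaction started with fluorescent substrate, 50 nM final. Fluorescence read kinetically at 0 and 10 min; buffer-only wells as negative control.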
POLH inh = inhibitors of human DNA polymerase eta. Q9Y253. recombinant Pol eta, fluorescent DNA replication assay. 390,000 compounds, 1.2% hits. Potency, µM (top dose mostly 114 µM), inactives show at the highest dose activity change, negative = inhibition, hits mostly inhibitors; further: on the % scale 0 is the no-effect control and ±100 the full control effect
Target sequence (Q9Y253 whole entry, looked up): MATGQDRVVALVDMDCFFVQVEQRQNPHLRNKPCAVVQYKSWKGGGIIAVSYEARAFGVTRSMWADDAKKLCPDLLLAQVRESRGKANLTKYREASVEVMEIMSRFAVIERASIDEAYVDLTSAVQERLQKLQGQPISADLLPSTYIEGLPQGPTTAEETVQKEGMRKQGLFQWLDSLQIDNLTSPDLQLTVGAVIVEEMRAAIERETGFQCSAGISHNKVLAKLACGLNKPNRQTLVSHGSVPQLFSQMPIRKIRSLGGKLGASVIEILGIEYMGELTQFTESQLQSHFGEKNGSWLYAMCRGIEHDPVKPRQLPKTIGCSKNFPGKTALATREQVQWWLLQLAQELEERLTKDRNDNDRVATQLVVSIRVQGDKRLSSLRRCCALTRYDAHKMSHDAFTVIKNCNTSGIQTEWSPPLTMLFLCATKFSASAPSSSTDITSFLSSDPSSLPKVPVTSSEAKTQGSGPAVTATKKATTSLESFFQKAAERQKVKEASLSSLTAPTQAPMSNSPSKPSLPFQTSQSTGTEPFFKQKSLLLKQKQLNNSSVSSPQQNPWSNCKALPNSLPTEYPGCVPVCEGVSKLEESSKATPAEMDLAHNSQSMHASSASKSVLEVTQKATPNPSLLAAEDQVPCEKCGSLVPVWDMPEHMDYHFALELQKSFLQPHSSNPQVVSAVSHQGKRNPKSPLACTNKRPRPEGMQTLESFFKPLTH
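Fluorescent replication assay: 50 nM final substrate added after a 15 min room-temperature compound preincubation with 10 nM enzyme. Signal taken at 0 min and again at 10 min.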
Anesthetic bind = candidate novel general anesthetic via apoferritin binding; 350,000 compounds, 0.074% hits; Potency, µM (doses to about 77.5 µM), inactives show at the top dose activity change, negative = displacement, hits mostly inhibitors; apoferritin/1-aminoanthracene competitive binding, fluorescence; further: on the % scale 0 is the no-effect control and ±100 the full control effect; nearly all actives have a fitted effect of over 20% in size
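Horse-spleen apoferritin (10 uM) in 50% saturated 1-aminoanthracene in PBS was incubated 10 min at room temperature with compound. Fluorescence (ex 380, em 535 nm) was normalized to free and bound 1-AMA, with concentration-response fitted by a four-parameter Hill equation.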
* hit, by the source's call; ? = inconclusive; . = no result given; [ ] = another dose, or the depositor's remark. The call rests on the fitted dose curve; in most records, active means well fitted curve in the direction sought with a large enough effect; inconclusive means small, poorly fitted or top-dose-only effect, or another doubt; inactive means no such curve, though single readings can be large; an effect the other way counts as inactive or inconclusive. Potency means the concentration at half of the fitted maximal effect. Not all compounds are listed; count on the stated rates, not on these rows.

A first look (4 entries):
SMILES | BAZ2B inh | BLM inh | POLK inh | APE1 inh | G9a block | Pol beta inh | POLI inh | POLH inh | Anesthetic bind
Cc1cc(Cl)c2c(c1)[C@]1(C(=O)N2)[C@@H]2C(=O)N(Cc3ccccc3)C(=O)[C@@H]2[C@@H]2CCCN21 | ? | 2% | -29% | -2% | 45µM* | -1% | 4% | 1% | ?
O=C(NCCc1ccncc1)Nc1cccc(Cl)c1 | 7% | -2% | -4% | -1% | -1%[59 µM] | 2% | 11% | -11% | -12%
CC(=O)Nc1ccc(NC(=O)c2ccc(Cl)nc2)cc1 | -39% | -4% | 5% | -12% | . | 16% | -7% | -3% | -4%
Cc1cc(Cl)cc(Br)c1OCCCCn1cncn1 | 50µM* | -2% | 2% | 11% | ? | 0% | -12% | -12% | -6%

The list itself, from the first entry:
SMILES | BAZ2B inh | BLM inh | POLK inh | APE1 inh | G9a block | Pol beta inh | POLI inh | POLH inh | Anesthetic bind
Cc1cc(Cl)c2c(c1)[C@]1(C(=O)N2)[C@@H]2C(=O)N(Cc3ccccc3)C(=O)[C@@H]2[C@@H]2CCCN21 | ? | 2% | -29% | -2% | 45µM* | -1% | 4% | 1% | ?
O=C(NCCc1ccncc1)Nc1cccc(Cl)c1 | 7% | -2% | -4% | -1% | -1%[59 µM] | 2% | 11% | -11% | -12%
CC(=O)Nc1ccc(NC(=O)c2ccc(Cl)nc2)cc1 | -39% | -4% | 5% | -12% | . | 16% | -7% | -3% | -4%
Cc1cc(Cl)cc(Br)c1OCCCCn1cncn1 | 50µM* | -2% | 2% | 11% | ? | 0% | -12% | -12% | -6%
NNC(=O)[C@H](Cc1ccccc1)NC(=O)Nc1ccc2c(c1)OCCO2 | -6% | -6% | -6% | 0% | 0% | 35% | 4% | -4% | -12%
COc1cc(S(=O)(=O)N2CCOCC2)ccc1NC(=O)c1cc2c(s1)CCC2 | -5% | -5% | 0% | -6% | -19% | 3% | -5% | -14% | -22%
CCCCC(=O)N(c1ccc(OC)cc1)C1C=CS(=O)(=O)C1 (stereo unspecified) | -1% | -1% | -14% | 4% | -4%[59 µM] | ? | -4% | 5% | -1%
CCOc1ccc(C(=O)NC(=S)Nc2ccc(N3CCCCC3)cc2)cc1[N+](=O)[O-] | 8.9µM* | -9% | -5% | -1% | 6.3µM* | 17% | -1% | -7% | -19%
N#CC(=C1CCCC1)c1nc(-c2ccccc2O)cs1 | -32% | -13% | -24% | -3% | 35µM* | 1% | ? | ? | ?
CC1CCCC(NC(=O)CSc2nccn2C)C1C (stereo unspecified) | ? | -2% | -7% | -11% | 16µM* | 9% | -16% | -4% | -17%
CCOC(=O)CSc1nnc(CNC(=O)c2cccs2)n1CCc1ccccc1 | 4% | -6% | -5% | 15% | -46% | 20% | 32% | -17% | ?
Cc1[nH]c(=O)[nH]c(=O)c1S(=O)(=O)N1CCOCC1 | 12% | 0% | -4% | -6% | 3%[59 µM] | -3% | 18% | 2% | -2%

Additional results:
SMILES | BAZ2B inh | BLM inh | POLK inh | APE1 inh | G9a block | Pol beta inh | POLI inh | POLH inh | Anesthetic bind
Cc1cc(=O)oc2cc(OCC(=O)N3CCN(C(=O)C4COc5ccccc5O4)CC3)ccc12 (stereo unspecified) | -5% | 3% | 1% | -19% | -3%[0.501 µM] | -22% | 21% | -5% | -17%
COc1ccccc1CNC(=O)C(=O)Nc1ccc(C(=O)N2CCC(C)CC2)cc1 | -19% | -5% | -4% | 19% | 15% | -1% | -6% | -12% | 1%
Oc1ccccc1C(=S)N1CCN(c2cccc(Cl)c2)CC1 | 45µM* | -19% | 0% | -4% | -9%[0.501 µM] | ? | 16% | -10% | ?
COc1ccc(/C=C/C(=O)c2cc(F)ccc2OC(=O)c2ccccc2OC)cc1OC | -25% | 0% | -6% | 7% | 10%[59 µM] | 2% | 66%[activator] | -18% | ?
O=C(Cn1c(=O)[nH]c2ccccc2c1=O)N1CCN(Cc2ccc3c(c2)OCO3)CC1 | 0% | 0% | -6% | 9% | 19% | 2% | -18% | -5% | -7%
COc1ccc(/C=N/NC(=O)CCn2nnc3ccccc32)cc1 | -15% | 0% | 8% | 7% | 18% | 8% | 9% | -2% | -12%
COc1ccccc1NC(=O)CSc1nc(C)c2c(c1C#N)CCCC2 | 18% | -1% | 1% | 4% | ? | 7% | 11% | 1% | -4%
O=C(Cn1c(=O)n(-c2ccccc2)c(=O)n1CC(=O)N1CCCCC1)N1CCCCC1 | -2% | 0% | -14% | 4% | 8% | -14% | 3% | -13% | -7%
COc1ccc(CSCC(=O)Nc2ccccc2SC)cc1 | -5% | -1% | -7% | -1% | 8%[59 µM] | 4% | 3% | -20% | 3%
COc1cccc(-c2nnn(CCc3nn[nH]n3)n2)c1 | 32%[activator] | 2% | -4% | 3% | ? | -2% | -1% | -12% | 36%[activator]
O=C1CC(NCc2ccncc2)C(=O)N1c1ccccc1 (stereo unspecified) | -35% | -3% | -14% | 1% | -47%[12.7 µM] | -16% | -2% | -3% | 3%
N/C(Cc1cccc2ccccc12)=N\OC(=O)c1ccc2c(c1)OCO2 | -8% | -3% | -8%[60.1 µM] | -6% | -32% | 2% | 81%[activator] | 0% | -6%

Remaining list, next part.
SMILES | BAZ2B inh | BLM inh | POLK inh | APE1 inh | G9a block | Pol beta inh | POLI inh | POLH inh | Anesthetic bind
CN1C(c2ccc(F)cc2)=CS/C1=C(/C#N)c1nnc(N2CCOCC2)n1-c1ccccc1 | -22% | 24% | 5%[60.1 µM] | 2% | ? | 2% | -5% | -14% | -5%
O=C(O)/C=C/c1ccc2c(c1)OCCO2 | -2% | 3% | 5% | 3% | -18%[59 µM] | -13% | 22% | -16% | 4%
Cc1ccc(C(=O)N2CCN(c3ncnc4c(C)csc34)CC2)cc1 | -4% | -3% | -4% | 14% | . | 0% | 7% | -15% | 5%
Cc1ccc(OCCSc2nc3ccc(NC(=O)c4ccc5c(c4)OCO5)cc3s2)cc1 | -7% | -1% | 3% | . | -5%[59 µM] | 2% | -4% | 4% | -3%
O=C(CN(C(=O)c1csnn1)c1ccccc1C(F)(F)F)NCc1ccccc1 | 1% | 1% | -8% | 4%[12.4 µM] | 20%[59 µM] | 0% | 6% | -3% | -11%
O=C(COc1ccccc1)Nc1ccc2nc(SCC(=O)N3CCCC3)sc2c1 | -12% | -4% | -1% | . | -6%[59 µM] | -8% | 32%[activator] | -9% | -12%
O=C1CN(C(=O)NCC(=O)N[C@@H](C(=O)O)c2ccccc2)c2ccccc2N1 | -12% | 2% | -2% | -2% | 19% | 12% | 15% | -22% | 36%[activator]
CCOc1ccc(C2Nc3ccccc3NC3=C2C(=O)CC(C)(C)C3)cc1OC (stereo unspecified) | -8% | -3% | 3% | 35% | 25% | -29% | 71%[activator] | -2% | 10%
CNS(=O)(=O)c1cccc(C(=O)OCC(=O)Nc2ccccc2OC(F)F)c1 | . | -2% | -1% | 16% | -6%[59 µM] | 2% | 1% | 7% | -11%
COC(=O)c1[nH]c2ccccc2c1NS(=O)(=O)c1ccc(F)c(C)c1 | -3% | -4% | -12% | -3% | ? | 6% | 10% | 2% | ?
Fc1ccc(-c2nnn(Cc3nc4ccccc4s3)n2)cc1 | 99%[activator] | -6% | -11% | -3% | 126%[activator] | -2% | 11% | -6% | -14%
CCn1c(C)c(C(C)=O)c(N2CCN(c3cccc(Cl)c3)CC2)nc1=S | ? | 0% | 2% | 1% | -16%[59 µM] | -1% | -5% | -2% | -22%

Going on with the list:
SMILES | BAZ2B inh | BLM inh | POLK inh | APE1 inh | G9a block | Pol beta inh | POLI inh | POLH inh | Anesthetic bind
Cc1nc(OCC(C)C)c2sc3nc4c(cc3c2n1)COC(C)(C)C4 | -12% | -3% | -17% | 0% | ? | ? | 13% | 1% | -2%
COc1ccc(C2CC(=O)NC(=O)C2)cc1 | 8% | -11% | -9% | 1% | 54%[activator] | -1% | -8% | -10% | 12%
COc1ccc(-n2c(SCC(=O)Nc3cc(C)on3)nc3c([nH]c4ccccc43)c2=O)cc1 | 1% | 1% | 14% | -7% | 15% | 1% | -5% | -6% | -3%
COC(=O)C1=COC(C)C2CN3CCc4c([nH]c5cc(OC)c(OC)cc45)C3CC12 (stereo unspecified) | 50µM* | -13% | -12% | -7% | -32%[12.7 µM] | 3% | 97%[activator] | -17% | -6%
Cc1nnc(SCC(=O)Nc2ccccc2)n1CCc1ccccc1 | 0% | 1% | 2% | 26% | 16% | 0% | 20% | -4% | -21%

Some of these compounds in order of their number in Pol beta inh, largest number first.
SMILES	Pol beta inh
NNC(=O)[C@H](Cc1ccccc1)NC(=O)Nc1ccc2c(c1)OCCO2	35%
O=C1CN(C(=O)NCC(=O)N[C@@H](C(=O)O)c2ccccc2)c2ccccc2N1	12%
COc1ccccc1NC(=O)CSc1nc(C)c2c(c1C#N)CCCC2	7%
COc1ccc(-n2c(SCC(=O)Nc3cc(C)on3)nc3c([nH]c4ccccc43)c2=O)cc1	1%
Fc1ccc(-c2nnn(Cc3nc4ccccc4s3)n2)cc1	-2%
O=C1CC(NCc2ccncc2)C(=O)N1c1ccccc1 (stereo unspecified)	-16%
